# TDP1 inh – qHTS Assay for Inhibitors of Tyrosyl-DNA Phosphodiesterase (TDP1) | hit rate 0.28% among 350,000 | recombinant TDP1, AlphaScreen DNA substrate cleavage | Tyrosyl-DNA phosphodiesterase 1 (Homo sapiens), Q9NUW8 | Potency, µM (top dose mostly 130 µM), without a hit: at the highest dose activity change, negative = inhibition, most hits filed as inhibitors | AID 485290, 2010; also: nearly all actives have a fitted effect of over 40% in size
# Target sequence (Q9NUW8 whole entry, looked up): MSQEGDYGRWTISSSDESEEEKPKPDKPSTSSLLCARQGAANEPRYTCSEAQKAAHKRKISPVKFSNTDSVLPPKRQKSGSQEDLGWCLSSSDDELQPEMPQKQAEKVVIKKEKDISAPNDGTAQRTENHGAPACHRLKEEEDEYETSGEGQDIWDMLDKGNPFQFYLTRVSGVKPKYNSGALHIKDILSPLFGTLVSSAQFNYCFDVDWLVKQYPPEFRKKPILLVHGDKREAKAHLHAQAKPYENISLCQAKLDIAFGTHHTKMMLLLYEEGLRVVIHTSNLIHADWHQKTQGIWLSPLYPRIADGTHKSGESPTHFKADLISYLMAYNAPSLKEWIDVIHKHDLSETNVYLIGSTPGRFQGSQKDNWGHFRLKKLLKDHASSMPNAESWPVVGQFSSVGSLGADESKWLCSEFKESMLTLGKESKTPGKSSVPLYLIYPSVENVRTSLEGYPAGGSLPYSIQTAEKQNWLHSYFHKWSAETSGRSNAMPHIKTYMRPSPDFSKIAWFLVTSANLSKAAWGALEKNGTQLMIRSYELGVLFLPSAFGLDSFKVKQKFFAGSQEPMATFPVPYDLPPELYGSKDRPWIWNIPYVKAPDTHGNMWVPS
#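 Recombinant human Tdp1 (E. coli-expressed, 1 nM final) preincubated with compounds 15 min at room temperature, then 5'-biotin/3'-phosphotyrosine-FITC DNA substrate (15 nM final) added for 5 min. AlphaScreen beads (10 ug/ml final) added 10 min; cleavage lowers signal.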
# TDP1 cell noCPT – qHTS for Inhibitors of human tyrosyl-DNA phosphodiesterase 1 (TDP1): qHTS in cells in absence of CPT; DT40 Tdp1-/- hTDP1 cells, no CPT, ATP luminescence, 48 h; Potency, µM (series often up to 46.2 µM), without a hit: top-dose activity change, negative = growth inhibition, hits mostly inhibitors; hit rate 15% among 420,000; AID 686978, 2013; also: nearly all actives have a fitted effect of over 55% in size
#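 Growth of hTDP1-complemented DT40 Tdp1-knockout cells is measured by ATP luminescence after at least 48 hr compound exposure at 37 °C, with DMSO substituting for the 20 nM CPT used in the parallel screen.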
# DT40 TDP1 CPT – qHTS for Inhibitors of human tyrosyl-DNA phosphodiesterase 1 (TDP1): qHTS in cells in presence of CPT. chicken DT40 Tdp1-/-;hTDP1 cells + 20 nM CPT, ATP luminescence, 48 h. Potency, µM (top dose mostly 46.2 µM), without a hit: at the highest dose activity change, negative = growth inhibition, hits mostly inhibitors. hit rate 12% among 420,000; also: nearly all actives have a fitted effect of over 55% in size
#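 Chicken DT40 Tdp1-/- cells stably complemented with human TDP1 were seeded at 400 cells/well in medium containing 20 nM camptothecin, exposed to pin-transferred compounds, and grown at 37 °C for at least 48 hr. Viability was read as ATP luminescence.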
# The depositor's hits bear a star; ? = inconclusive; nt = no result given; & = joins results of further samples; [ ] = another dose, or the depositor's remark. Calls follow the shape of the dose curve; as a rule, active = well fitted curve in the direction sought with a large enough effect; inconclusive = small, poorly fitted or top-dose-only effect, or another doubt; inactive = no such curve, though single readings can be large; an effect the other way counts as inactive or inconclusive. % is scaled to controls: 0 for no effect and ±100 for the full control effect; potency is read from the fitted curve at half-maximal effect.
1) CCS(=O)(=O)c1ccc(-c2csc(-c3ccccc3)n2)c(Cl)c1Cl
2) O=c1c2[nH]c3cccc(Cl)c3c2ncn1CC1CCCO1 (stereo not drawn)
3) Cc1ccc(C(=O)Nc2nnc(S(=O)(=O)N3CCCCCC3)s2)cc1
4) Cc1cc(C)n(CC(O)Cn2c3ccccc3c3ccccc32)c(=O)n1 (stereo not drawn)
5) CSc1cc(-c2ccco2)oc1C(=O)c1ccco1
6) COc1cc(S(=O)(=O)N(CCc2ccccc2)Cc2cccs2)ccc1-n1cnnn1
compound no.,1,2,3,4,5,6
TDP1 inh,3%,nt,9%,9%,nt,3%[56.1 µM]
TDP1 cell noCPT,21µM*,-19%,-4%&-2%,?,-14%,-21%
DT40 TDP1 CPT,16µM*,0%,-12%&-14%,-29%,4%,-22%

7) COc1ccc(CN(CC(=O)NCc2ccccc2)C(=O)c2csnn2)cc1
8) COc1ccc(CNc2ncnc3ccc(-c4ccccc4CN(C)C)cc23)c(OC)c1
9) COc1cc(Cl)ccc1OCc1cc(C(=O)N2CCCCCCC2)no1
10) O=C(CSc1nc2ccccc2[nH]1)N1CCN(C(=O)c2ccco2)CC1
11) Cn1cnc2cc(OC(=O)c3ccccc3)ccc21
12) Cc1ccc(CN2C(=O)c3ccccc3S(=O)(=O)c3ccc(C(=O)OCC4CCCO4)cc32)cc1 (stereo not drawn)
compound no.,7,8,9,10,11,12
TDP1 inh,-3%,16%[56.1 µM],-2%,5%,5%,8%
TDP1 cell noCPT,?,10µM*,?,-14%,-10%,?
DT40 TDP1 CPT,-1%,21µM*,-6%,-14%,-2%,?

13) O=C(COc1cccc2ccccc12)N1c2ccccc2CCc2ccccc21
14) Cc1ccc(C(C)CCN2CCC(n3nccc3NC(=O)c3ccccc3)CC2)o1 (stereo not drawn)
15) Cc1cc(O)c(-c2cc(O)c(C)cc2O)cc1O
16) O=C(O)C1CC(=O)N(CCc2ccc(F)cc2)C1 (stereo not drawn)
17) CCCCNC(=S)NNC(=O)c1ccoc1C
18) CC(=O)Nc1ccccc1C(=O)C(=O)Nc1ccc(C(=O)N2CCOCC2)cc1
compound no.,13,14,15,16,17,18
TDP1 inh,3%,7%[56.1 µM],8%,3%,3%,6%
TDP1 cell noCPT,18µM*,-22%,3.3µM*,8%,0%,-17%
DT40 TDP1 CPT,?,-17%,5.2µM*,3%,-7%,-3%

19) Cc1nc2ccccc2nc1-c1ccc([N+](=O)[O-])cc1
20) Cc1ccc(-n2ncc3c2CCCC3NC(=O)c2cnccn2)cc1C (stereo not drawn)
21) COc1ccc(-c2nc3c(c(SCC(=O)Nc4ccc(C(=O)O)cc4)n2)Cc2ccccc2O3)cc1
22) Cn1cnc(S(=O)(=O)N2CCN(C(c3ccc(F)cc3)c3ccc(F)cc3)CC2)c1
23) Clc1ccc2nncn2n1
24) COc1ccc(C(CNC(=O)Nc2ccc(Cl)cc2)N2CCN(C)CC2)cc1 (stereo not drawn)
compound no.,19,20,21,22,23,24
TDP1 inh,nt,1%,nt,9%,1%,2%
TDP1 cell noCPT,?,?,-8%,-4%,-12%,-10%
DT40 TDP1 CPT,?,21µM*,-19%,-30%,-3%,-24%

# Screen by screen, as entered above.
# DT40 TDP1 CPT, compounds 19 to 24 → ?, 21µM*, -19%, -30%, -3%, -24%
# TDP1 inh, compounds 19 to 24 → nt, 1%, nt, 9%, 1%, 2%

# Going on with the list.
25) COc1cc(C(=O)Nc2scc(-c3ccccc3)c2C(=O)O)cc(OC)c1OC
26) CCc1nc2ccc(C(=O)NCCCn3ccnc3)cn2c1N(C)C(=O)C1CCCCC1
27) CC1CCCC(NC(=O)COC(=O)CCC(=O)c2ccc(F)cc2)C1C (stereo not drawn)
28) Cc1ccc(CN=c2c([N+](=O)[O-])nn(-c3cccc(Cl)c3)n2O)cc1
29) Cn1nccc1C(=O)N1CCN(c2ccccc2Cl)CC1
30) O=C(CSc1nnc(-c2ccoc2)o1)N1CCOCC1
compound no.,25,26,27,28,29,30
TDP1 inh,nt,nt,0%,10%,4%,7%
TDP1 cell noCPT,13µM*,-10%,-24%,?,1%,-1%
DT40 TDP1 CPT,?,-7%,-21%,?,3%,-6%

31) C#CCN(C(=O)C1CCC(=O)N(CCc2cccc(F)c2)C1)C1CCCCC1 (stereo not drawn)
32) Cc1nnc(NC(=O)CSc2nccn2Cc2ccc(F)cc2)s1
33) CCOC(=O)c1cnn(-c2ccccc2)c1NC(=O)c1ccccc1
34) NS(=O)(=O)c1ccc2c(c1)C(=NO)c1cc(S(N)(=O)=O)ccc1-2
35) CSc1nnc2c(=O)[nH]c(=O)n(C)c2n1
36) N#Cc1ccc(C(=O)NC2CCCc3ccccc32)cc1 (stereo not drawn)
compound no.,31,32,33,34,35,36
TDP1 inh,nt,1%&0%,5%,nt,nt,6%
TDP1 cell noCPT,6.5µM*,?,2%,-9%,-2%,-27%
DT40 TDP1 CPT,18µM*,?,-3%,57%[activator],12%,-20%

37) COC(=O)c1sc(NC(=O)CSc2nncs2)c(C(=O)OC)c1C
38) Cc1cc(=O)[nH]c(SCC(=O)c2c(N)n(C)c(=O)n(C)c2=O)n1
39) C[C@](N)(Cc1ccc(O)cc1)C(=O)O
40) CCOC(=O)c1cc(C)n(CC2CCC(C(=O)Nc3ccc(Cl)cc3)CC2)c1C (stereo not drawn)
41) O=C(CNC(=O)c1ccccc1C(=O)O)c1ccccc1
42) COc1ccc(S(=O)(=O)N2CCOCC2)cc1NC(=O)CSc1ccc(F)cc1
compound no.,37,38,39,40,41,42
TDP1 inh,-3%,5%,2%&7%,3%,8%,0%
TDP1 cell noCPT,-14%,-1%,-10%,12µM*,1%,?
DT40 TDP1 CPT,-19%,2%,3%,18µM*,-12%,-25%

43) CC1CN(CCC(=O)N2CCCC(C(=O)c3nccn3C)C2)Cc2cc(Cl)ccc2O1 (stereo not drawn)
44) Cc1ccc(OCCN2C(=O)c3ccccc3C2=O)c([N+](=O)[O-])c1
45) COC(=O)c1ccc(NC(=O)c2c(NCc3cccc(F)c3)sc3c2CCCC3)cc1
46) Cc1cc(C(=O)CSc2nc(N)cc(N)n2)c(C)n1-c1cccc(C(F)(F)F)c1
47) COc1cccc(OC)c1C(=O)NNC(=O)c1ccc(F)cc1
48) Cc1ccc(C)c(NC(=O)c2ccc(N(C)S(C)(=O)=O)cc2)c1
compound no.,43,44,45,46,47,48
TDP1 inh,nt,0%,8%,8%,-2%,5%
TDP1 cell noCPT,-18%,-14%,16µM*,?,10%,-20%
DT40 TDP1 CPT,23%[9.04 µM],-1%,21µM*,23µM*,2%,-21%

49) Cc1ccc(CCc2nnc(SCC(=O)Nc3ccccc3Cl)n2-c2ccccc2)o1
50) CC(NC(=O)c1ccc(Cl)cc1)c1nnc(SCC(=O)NC2=NCCS2)n1C (stereo not drawn)
51) CC1Cc2ccccc2N1C(=O)CNc1ccccc1N1CCCCC1 (stereo not drawn)
52) NCCCC[C@H](NC(=O)C1CCNCC1)c1nnc([C@@H](N)CO)o1
53) Cc1ccc(C(=O)N2CCCCC2CCN2CCCCC2)cc1 (stereo not drawn)
54) CCOC(=O)[C@@H](N)CS
compound no.,49,50,51,52,53,54
TDP1 inh,4%,nt,6%,4%,7%,-4%
TDP1 cell noCPT,?,-5%,?,1%,-3%,?
DT40 TDP1 CPT,?,5%,?,11%,5%,?

55) Cc1ccc(CCNC(=O)C2CCC(=O)N2Cc2cccnc2)cc1 (stereo not drawn)
56) O=C(COc1ccccc1C(=O)Nc1ccccc1)Nc1cccc(F)c1
57) CCCOCc1cc(CN2CCN(c3ccccc3OC)CC2)c(O)c2ncccc12
58) CCCc1nc2cc(C)c(Br)c(C)n2c1Cc1ccccc1OC
59) COc1ccc(/C(O)=C2/C(=O)C(=O)N(CCCN(C)C)C2c2ccccc2)cc1OC (stereo not drawn)
60) CSc1nsc(NC(=O)Nc2ccccc2)n1
compound no.,55,56,57,58,59,60
TDP1 inh,5%,nt,13%,nt,5%,nt
TDP1 cell noCPT,0%,?,2.9µM*,15µM*,-4%,21µM*
DT40 TDP1 CPT,1%,?,4.6µM*,26µM*,8%,?

61) Cc1c(NC(=O)Nc2ccccc2)cccc1[N+](=O)[O-]
62) CCn1cc(/C=C(\NC(=O)c2cc(OC)c(OC)c(OC)c2)C(=O)N2CCOCC2)c2ccccc21
63) COc1ccccc1/C=C(/C(=O)OCC(=O)Nc1ccccc1C(C)C)c1ccccc1
64) CCc1c(C)nc2ncnn2c1N1CCCC(C(=O)Nc2ccc(NC(C)=O)cc2)C1 (stereo not drawn)
65) CCOC(=O)c1c(N)sc2c1CCN(CCc1ccccc1)C2
66) CC(C)N=C(Nc1ccccc1)c1cccnc1
compound no.,61,62,63,64,65,66
TDP1 inh,3%,nt,0%,-2%,nt,4%
TDP1 cell noCPT,?,?,21µM*,6%,?,?
DT40 TDP1 CPT,?,-3%,?,6%,?,-21%

# Exported with values under each structure: entries from further up.
# Below each SMILES – TDP1 inh | TDP1 cell noCPT | DT40 TDP1 CPT
53) Cc1ccc(C(=O)N2CCCCC2CCN2CCCCC2)cc1 (stereo not drawn)
    7% | -3% | 5%
54) CCOC(=O)[C@@H](N)CS
    -4% | ? | ?
55) Cc1ccc(CCNC(=O)C2CCC(=O)N2Cc2cccnc2)cc1 (stereo not drawn)
    5% | 0% | 1%
56) O=C(COc1ccccc1C(=O)Nc1ccccc1)Nc1cccc(F)c1
    nt | ? | ?
57) CCCOCc1cc(CN2CCN(c3ccccc3OC)CC2)c(O)c2ncccc12
    13% | 2.9µM* | 4.6µM*
58) CCCc1nc2cc(C)c(Br)c(C)n2c1Cc1ccccc1OC
    nt | 15µM* | 26µM*
59) COc1ccc(/C(O)=C2/C(=O)C(=O)N(CCCN(C)C)C2c2ccccc2)cc1OC (stereo not drawn)
    5% | -4% | 8%
60) CSc1nsc(NC(=O)Nc2ccccc2)n1
    nt | 21µM* | ?
61) Cc1c(NC(=O)Nc2ccccc2)cccc1[N+](=O)[O-]
    3% | ? | ?
62) CCn1cc(/C=C(\NC(=O)c2cc(OC)c(OC)c(OC)c2)C(=O)N2CCOCC2)c2ccccc21
    nt | ? | -3%
63) COc1ccccc1/C=C(/C(=O)OCC(=O)Nc1ccccc1C(C)C)c1ccccc1
    0% | 21µM* | ?
64) CCc1c(C)nc2ncnn2c1N1CCCC(C(=O)Nc2ccc(NC(C)=O)cc2)C1 (stereo not drawn)
    -2% | 6% | 6%
65) CCOC(=O)c1c(N)sc2c1CCN(CCc1ccccc1)C2
    nt | ? | ?

# The listing continues.
67) COc1ccc(-c2csc(C(O)c3cccc(Cl)c3)n2)cn1 (stereo not drawn)
68) CCN(CC)CCCNC(=O)c1c2c(nc3ccccc13)C(=O)N(C1CCCCC1)C2
69) Cc1cc(-c2ccc(S(=O)(=O)NCc3ccc(Cl)cc3)cc2)on1
70) CCC(CC)C(=O)NCCN1CCN(C(=O)C(CC)CC)CC1
71) CCCCCC(=O)N1C[C@@H](O)[C@H](n2cc(-c3ccc(F)cc3)nn2)C[C@@H]1c1ccc(Cl)cc1
72) Cc1onc(-c2ccccc2)c1C(=O)n1cccn1
compound no.,67,68,69,70,71,72
TDP1 inh,nt,-1%,nt,3%,nt,2%
TDP1 cell noCPT,21µM*,-14%,?,-28%,15µM*,-5%
DT40 TDP1 CPT,16µM*,-3%,?,-1%,16µM*,-1%

73) CC(C)COC(=O)Nc1nnc(SCCOc2ccccc2)s1
74) CCN(CC)S(=O)(=O)c1cccc(NN=c2c(=O)c3ccccc3c2=O)c1
75) CC12CCC(=O)N1C(C(=O)N1CCN(S(=O)(=O)c3cccc(Cl)c3)CC1)CS2 (stereo not drawn)
76) COc1cc(SC)ccc1C(=O)NCCc1ccccc1
77) COc1ccc(Cl)cc1N(CC(=O)N1CCCCCC1)S(C)(=O)=O
78) O=C(CSCc1c(F)cccc1Cl)NCCSCc1ccco1
79) O=C(Cn1cnc2c(nnn2Cc2ccc(F)cc2)c1=O)N1CCCCC1
compound no.,73,74,75,76,77,78,79
TDP1 inh,3%,nt,4%,8%,nt,3%,-1%
TDP1 cell noCPT,-9%,-5%,-6%,-107%,13%,-16%,-13%
DT40 TDP1 CPT,-11%,3%,-2%,15µM*,7%,20%,0%

# This is a random part of the collection. About 18% of those tested had a hit in this group.
